# UHRF1 MBD2 ctr – UHRF1 methylated DNA binding inhibitors, primary screen, counter-screen for MBD2 inhibitor project, biochemical, TR-FRET, human UHRF1, single concentration; inhibition, % at 4.4 µM; E3 ubiquitin-protein ligase UHRF1 (Homo sapiens), Q96T88; AID 687016, 2013; 370,000 tested, 0.75% active; UHRF1 binding to methylated oligo; in the data active = inhibition above about 21%;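 also: UHRF1 SRA domain binding a hemimethylated CpG hairpin DNA probe; 0% = median of test compound wells and 100% = reference inhibitor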
# DDE Tn7 FP inh – inhibitors of Tn7 peptide binding to fibrin DD(E), primary screen, biochemical, fluorescence polarization, human fibrin, Tn7 probe | 370,000 tested, 0.13% active | inhibition, % at 8.3 µM | Fibrinogen beta chain (Homo sapiens), P02675 | FP displacement of FITC-Tn7 peptide from fibrin DD(E); 0% = median of compound wells per plate;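 active = inhibition above the mean of compounds falling within the control limits plus 3 SD of them, cut at about 14% in these data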;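 also: 0% = plate median of compound wells and 100% = 10 µM Aha-Tn7 peptide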
#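 Also added: labelled Tn7 tracer, 0.1 µM; Assay system: human fibrin DD(E) protein; Amount: 2 µM fibrin DD(E); Schedule: 10 min compound pre-incubation, 3 h probe incubation at room temperature; Repeats: one replicate per compound; Read-out basis: percent inhibition; Measured by: fluorescence polarization of the labelled Tn7 tracer.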
# MBD2 inh – inhibitors of MBD2 binding to methylated DNA, primary screen, biochemical, TR-FRET, DNA-binding domain, human; AID 686964, 2013; 370,000 tested, 0.31% active; MBD2 binding to methylated oligonucleotide; inhibition, % at 4.4 µM; Methyl-CpG-binding domain protein 2 (Homo sapiens), Q9UBB5; in the data active = inhibition above about 13%
# Target sequence (Q9UBB5 whole entry, looked up, the tested form may be a part): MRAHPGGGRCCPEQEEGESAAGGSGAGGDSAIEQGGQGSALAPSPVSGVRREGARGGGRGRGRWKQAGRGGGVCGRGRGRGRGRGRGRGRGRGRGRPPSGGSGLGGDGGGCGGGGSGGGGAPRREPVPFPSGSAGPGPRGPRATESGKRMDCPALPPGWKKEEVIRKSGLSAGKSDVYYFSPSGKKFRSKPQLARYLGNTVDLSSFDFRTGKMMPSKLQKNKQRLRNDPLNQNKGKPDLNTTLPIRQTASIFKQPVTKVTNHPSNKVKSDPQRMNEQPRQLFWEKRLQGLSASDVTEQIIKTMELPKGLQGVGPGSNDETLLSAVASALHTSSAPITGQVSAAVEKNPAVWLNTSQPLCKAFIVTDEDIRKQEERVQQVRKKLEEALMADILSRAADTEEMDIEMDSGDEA
# KLK7 zymogen act – proKLK7 zymogen activators, primary screen, biochemical, fluorescence intensity | purified proKLK7, EDANS-DABCYL substrate fluorescence; 100% is mature enzyme control, 0% vehicle | AID 652039, 2013 | activation, % at 7 µM | Kallikrein-7 (Homo sapiens), P49862 | 370,000 tested, 0.9% active;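 active = activation above the mean of all tested compounds plus 3 SD, computed per campaign excluding outliers beyond control limits, cut at about 13% in these data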
# Target sequence (P49862 whole entry, looked up): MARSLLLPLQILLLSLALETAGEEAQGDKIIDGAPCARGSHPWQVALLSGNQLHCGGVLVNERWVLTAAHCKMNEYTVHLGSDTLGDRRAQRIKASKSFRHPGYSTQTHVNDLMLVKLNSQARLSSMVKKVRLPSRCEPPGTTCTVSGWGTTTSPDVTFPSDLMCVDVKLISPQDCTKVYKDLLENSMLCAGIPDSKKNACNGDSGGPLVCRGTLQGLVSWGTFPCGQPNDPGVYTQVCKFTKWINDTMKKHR
# TCR CD3 inh – inhibitors of human TCR-CD3 interaction, primary screen, biochemical, fluorescence, TAMRA-labeled TCR probe; 360,000 tested, 0.37% active; AID 651800, 2012; T-cell receptor (TCR); inhibition, % at 9.4 µM; in the data active = inhibition above about 19%;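 also: recombinant mutant TCR 2C K166C tagged with TAMRA read by polarization; 0% = receptor in buffer alone and 100% = receptor with positive control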
# LEDGF integ inh – blockers of LEDGF/p75-dependent integrase strand transfer – biochemical, TR-FRET, high throughput, primary screen | HIV-1 integrase (with human LEDGF/p75) | TR-FRET IN-LEDGF/p75 DNA integration, Eu/Cy5 | inhibition, % at 3.7 µM | 370,000 tested, 0.64% active | AID 743269, 2014;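 active = inhibition above the screen-wide mean plus 3 SD, cut at about 13% in these data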;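 also: signal is the Cy5 over europium emission ratio at 671 and 618 nm; 0% = plate median of compound wells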
# PRMT1 FP inh – PRMT1 methyltransferase inhibitors, primary screen, biochemical, fluorescence polarization | 370,000 tested, 1.3% active | inhibition, % at 2.79 µM | recombinant PRMT1, activity-based probe fluorescence polarization | AID 652257, 2013;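 active = inhibition above about 21% made by adding two undisclosed values, limit read from the data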
# TDP2 inh – human TDP2 enzyme inhibitors, primary screen, biochemical, epi absorbance, recombinant enzyme. T5PNP hydrolysis, p-nitrophenol absorbance 415 nm. inhibition, % at 12.8 µM. 370,000 tested, 0.34% active;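 active = inhibition above the mean of all tested compounds plus 3 SD, set per campaign, cut at about 25% in these data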;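 also: 0% = DMSO with enzyme and 100% = buffer with substrate but no TDP2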
# Target sequence (O95551 whole entry, looked up): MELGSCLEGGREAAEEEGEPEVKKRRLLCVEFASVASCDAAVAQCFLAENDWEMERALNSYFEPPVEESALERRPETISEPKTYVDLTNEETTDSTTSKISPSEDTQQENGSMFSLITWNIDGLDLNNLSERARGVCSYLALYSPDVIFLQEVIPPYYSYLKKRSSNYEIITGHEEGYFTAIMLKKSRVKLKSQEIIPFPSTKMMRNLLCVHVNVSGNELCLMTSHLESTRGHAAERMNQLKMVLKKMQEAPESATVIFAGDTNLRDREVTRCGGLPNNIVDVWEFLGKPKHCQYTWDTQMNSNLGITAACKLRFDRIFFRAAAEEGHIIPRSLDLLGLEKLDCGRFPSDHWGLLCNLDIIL
#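 Incubation: 2 h at 37 °C; Test system: recombinant human TDP2; Quantity: enzyme 120 nM; Read-out basis: percent inhibition; Medium: 50 mM Tris-HCl pH 7.5 with Mg2+, KCl, DTT, BSA; Repeats: single replicate; Compound: 12.8 µM single point, 1% DMSO; Signal: epi absorbance; Reagent: 5 mM T5PNP chromogenic substrate; Benchmarks: no-enzyme high, DMSO-plus-enzyme low.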
# SIAE inh – human SIAE inhibitors, primary screen, biochemical, fluorescence polarization, FP-Rh probe, 1536-well HTS | Sialate O-acetylesterase (Homo sapiens), Q9HAT2 | SIAE FP-Rh probe binding | inhibition, % at 9.66 µM | 370,000 tested, 0.69% active;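 active = inhibition above a cutoff: mean of compounds within the control limits plus 3 SD of those, cut at about 17% in these data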;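 also: 0% = plate median of compound wells and 100% = probe without SIAE protein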
# Tn6 DDE FP – inhibitors of Tn6 peptide binding to fibrin DD(E), primary screen, biochemical, fluorescence polarization, human fibrin, Tn6 probe. Fibrin DD(E) TRITC-Tn6 fluorescence polarization displacement. inhibition, % at 8.3 µM. 370,000 tested, 0.21% active. AID 720509, 2013;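 active = inhibition above a per-campaign cutoff: mean of compounds within control limits plus 3 SD, cut at about 15% in these data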;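 also: 0% = median of all compound wells on the plate and 100% = blocking peptide control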
# * hit, by the source's call; · = not tested or not shown.
1) COc1ccc2c(CN3CCOCC3)cc(=O)oc2c1
2) CCOC(=O)Cc1csc(NC(=O)c2sc3nc4ccc(C)cc4cc3c2N)n1
3) c1csc(CNc2ncnc3ccc(-c4ccc5c(c4)OCO5)cc23)n1
4) Cc1ccc(C)c(NS(=O)(=O)c2cc(C(=O)NCc3ccncc3)ccc2C)c1
5) Cc1cc(C(=O)OCC(=O)Nc2cc(S(=O)(=O)N(C)C)ccc2C)c2ccccc2n1
6) CCOc1cccc(C(=O)Nc2ccc3c(c2)OCCO3)c1
7) Cc1cc(Cl)cc(Cl)c1CNc1c([N+](=O)[O-])c(=O)oc2ccccc12
8) C[C@H]1CN([C@@H](C)CO)C(=O)CCCn2nncc2CO[C@@H]1CN(C)C(=O)Nc1ccc(N2CCCCC2)cc1
9) CCOc1ccccc1NC(=O)Nc1ccc2c(c1)CCC2
10) CCN(Cc1ccncc1)C(=O)c1cc(COc2ccc(F)cc2F)on1

assay / entry,1,2,3,4,5,6,7,8,9,10
UHRF1 MBD2 ctr,-2,-1,0,-4,-1,0,0,-1,2,0
DDE Tn7 FP inh,-3,3,4,-2,6,-4,0,-2,7,-2
MBD2 inh,-1,-2,-4,-8,0,0,5,-3,4,2
KLK7 zymogen act,0.9,-0.4,·,1.2,0.0,0.6,0.2,0.3,-0.3,0.1
TCR CD3 inh,-1,2,·,-1,1,-7,7,-4,-3,5
LEDGF integ inh,-1,-3,6,1,1,-1,2,2,1,2
PRMT1 FP inh,-4,0,2,-2,-3,5,0,0,6,-3
TDP2 inh,-6,8,2,-10,1,-9,6,-3,-1,10
SIAE inh,6,4,-10,3,16,-3,-3,4,11,-6
Tn6 DDE FP,0,-1,-17,12,9,5,4,-6,-3,0

11) Cc1ccc(-n2ncc3c(=O)n(CC(=O)N4CCCc5ccccc54)cnc32)cc1C
12) COc1ccc(S(=O)(=O)N(C)c2ccc(C(=O)NCc3ccccn3)cc2)cc1OC
13) CCn1c(=O)ccc2cc([N+](=O)[O-])ccc21
14) CCOC(=O)[C@@H]1CSCCS(=O)(=O)N1C(=O)[C@H](C)NC(=O)OC(C)(C)C
15) CN(C)S(=O)(=O)c1ccc(C(=O)OCn2nnc3ccccc3c2=O)cc1
16) CCN(CC(=O)Nc1cccc(Br)c1)Cc1nc2ccccc2c(=O)[nH]1
17) O=C(NNS(=O)(=O)c1ccccc1)c1cnn(-c2ccc(Cl)cc2)c1C(F)(F)F
18) Cc1cccc(NC(=O)c2ccc(C)c(S(=O)(=O)N3CCOCC3)c2)n1
19) COC(=O)c1ccc(C(=O)OC)c(NC(=S)N2CCN(c3ccc(F)cc3)CC2)c1
20) CC(C)[C@H](N)C(=O)NC[C@H]1O[C@@H](n2cnc3c(N)ncnc32)[C@H](O)[C@@H]1O

assay / entry,11,12,13,14,15,16,17,18,19,20
UHRF1 MBD2 ctr,-1,-2,-2,16,0,-1,0,0,3,-1
DDE Tn7 FP inh,-9,2,-4,6,1,-4,4,4,2,5
MBD2 inh,-2,-7,1,-3,2,-3,-4,-10,1,5
KLK7 zymogen act,-0.1,0.2,0.0,-0.1,-0.3,-0.2,0.4,0.7,1.4,-0.3
TCR CD3 inh,7,4,9,-2,4,-2,0,3,0,0
LEDGF integ inh,-1,3,1,7,0,5,2,-3,0,0
PRMT1 FP inh,0,-4,1,-2,3,-7,-2,2,1,5
TDP2 inh,-12,0,5,-4,6,4,-7,0,8,2
SIAE inh,-14,0,-5,8,1,2,-2,-8,6,0
Tn6 DDE FP,-4,-5,1,-1,6,-10,0,3,0,-7

21) CC1(C)Cc2cccc(OCC(=O)Nc3ccc(S(N)(=O)=O)cc3)c2O1
22) CCc1ccc(C(=O)NNC(=O)CN2C(=O)NC(CC)(c3ccccc3)C2=O)cc1 (configuration not stated)
23) CC1=C(C)CC(C(=O)Nc2ccc3c(c2)OCO3)C(C(=O)O)C1 (configuration not stated)
24) Fc1ccc(Nc2c3c(nc4ccccc24)CCC3)cc1
25) COc1ccc(C(=O)OCCN2CCN(C3CN(Cc4cn(Cc5cccc(C)c5)nn4)S(=O)(=O)C3)CC2)cc1OC (configuration not stated)
26) COc1ccccc1C(=O)NCCNC(=O)c1ccc(C)nc1
27) Cc1sc2ncnc(N[C@@H](CCC(=O)O)C(=O)O)c2c1C
28) COc1ccc(CCNC(=O)COc2cc(O)c3c(c2)OC(C)(C)CC3=O)cc1OC
29) CCOC(=O)CC(NC(=O)Cc1cccs1)c1ccccc1Cl (configuration not stated)
30) CC(C)(C)c1ccc(Cn2nnc3c(=O)[nH]c(C4CCN(C(=O)Cc5cccs5)CC4)nc32)cc1

assay / entry,21,22,23,24,25,26,27,28,29,30
UHRF1 MBD2 ctr,1,0,0,-2,14,-2,-2,0,-2,-1
DDE Tn7 FP inh,0,-4,9,1,-4,-5,0,-2,1,-1
MBD2 inh,-8,1,3,-2,10,2,-7,1,-5,-3
KLK7 zymogen act,-0.5,0.3,0.5,0.2,-0.1,-0.3,0.7,0.1,-0.6,-0.6
TCR CD3 inh,-1,-1,-2,-3,·,3,5,6,4,-1
LEDGF integ inh,-1,-1,-1,1,-5,3,-5,-5,-2,5
PRMT1 FP inh,-3,1,6,-3,-1,-2,2,0,0,-2
TDP2 inh,-12,-1,3,5,8,12,-9,-4,11,-4
SIAE inh,4,1,4,1,-1,4,-5,3,7,-1
Tn6 DDE FP,6,-3,5,7,11,7,4,3,-2,-13

31) NC(=O)CSc1nnnn1-c1ccc2c(c1)OCCO2
32) CCOc1ccc(N2C(=O)CC(N3CCN(c4ccccc4OC)CC3)C2=O)cc1 (configuration not stated)
33) COc1cccc(CNc2nc(SC)ncc2CO)c1
34) Cc1ccc(NNC(=O)c2cc(C)on2)c(C)c1
35) COc1cccc(-c2nnc(-c3ccc(C(F)(F)F)cc3)o2)c1
36) C=CCNc1ccc(N2C(=O)C3CCC(C)CC3C2=O)cc1[N+](=O)[O-] (configuration not stated)
37) Cc1nnc(SCC(=O)NC23CC4CC(CC(C4)C2)C3)s1
38) CCOC(=O)/C(C#N)=C(C)/C=C1\Sc2ccccc2N1CC
39) Cc1ccc([C@@H]2CC=C(C(=O)O)[C@H](c3ccccc3)N2S(=O)(=O)c2ccccc2C)cc1
40) COc1ccc(Cc2noc(CN3CCCC(OCc4ccccn4)C3)n2)cc1OC (configuration not stated)

assay / entry,31,32,33,34,35,36,37,38,39,40
UHRF1 MBD2 ctr,-1,-2,5,1,2,15,0,-3,-1,11
DDE Tn7 FP inh,-6,3,-9,-3,0,7,-2,2,8,2
MBD2 inh,1,-3,-1,-4,-2,4,-3,1,2,2
KLK7 zymogen act,-0.5,0.0,0.3,-0.5,0.5,0.4,0.3,0.3,1.0,3.8
TCR CD3 inh,3,0,-8,-2,0,7,10,6,-2,1
LEDGF integ inh,-4,-2,-2,2,-1,1,4,-2,0,1
PRMT1 FP inh,-1,10,2,-1,3,-3,-5,2,0,-4
TDP2 inh,0,1,-7,2,-5,23,-4,8,-8,-17
SIAE inh,7,3,-4,6,2,0,2,16,5,-12
Tn6 DDE FP,-7,3,3,-2,11,2,8,-1,12,0

41) Cn1c(SCC(=O)C(C)(C)C)nnc1-c1cccnc1
42) CC1(c2nc3ccccc3[nH]2)CCC(=O)N1C1CC1 (configuration not stated)
43) COc1ccc(C(=O)NC2CC(C)(C)NC(C)(C)C2)cc1OC
44) CC(=O)Oc1ccc2c(=O)oc(-c3ccc([N+](=O)[O-])cc3)nc2c1
45) CCCn1nnnc1SCC(=O)N1CCN(C(=O)c2ccco2)CC1
46) CC(=O)C(Sc1ccc2nnc(-c3ccncc3)n2n1)C(C)=O
47) NS(=O)(=O)c1ccc(CNC(=O)c2cc(S(=O)(=O)N3CCOCC3)ccc2N2CCCC2)cc1
48) COc1ccc(Nc2nc(N)nc(CSC(=S)N3CCN(C)CC3)n2)cc1
49) Fc1ccccc1NC(=S)N1CCN(Cc2ccccc2)CC1
50) CN(C)C(=S)SCCn1c(N)nc(N(C)C)nc1=O
51) COC(=O)C(=Nc1ccccc1)/C(C(=O)C(=O)N(C)c1ccccc1)=C(\O)c1ccccc1

assay / entry,41,42,43,44,45,46,47,48,49,50,51
UHRF1 MBD2 ctr,1,-1,0,21*,-3,-1,0,-1,0,3,-2
DDE Tn7 FP inh,2,-7,0,1,-8,1,5,3,-13,-7,4
MBD2 inh,-2,-6,4,-2,-2,0,-1,-2,5,-1,-8
KLK7 zymogen act,-0.5,-0.2,0.2,0.3,-0.2,0.0,0.4,0.5,0.4,-0.2,0.2
TCR CD3 inh,-4,5,-2,7,8,0,-2,5,1,-3,5
LEDGF integ inh,-1,7,-4,1,0,-3,-4,0,1,2,2
PRMT1 FP inh,1,1,2,2,0,1,4,-2,-1,0,-3
TDP2 inh,0,-15,16,0,0,6,12,-6,-5,6,15
SIAE inh,-1,4,-5,-1,-4,-4,3,-2,-4,0,7
Tn6 DDE FP,1,-4,7,-3,-1,-2,-5,2,3,-5,-6

# A draw from above in order of formula weight, largest number first.
47) NS(=O)(=O)c1ccc(CNC(=O)c2cc(S(=O)(=O)N3CCOCC3)ccc2N2CCCC2)cc1
48) COc1ccc(Nc2nc(N)nc(CSC(=S)N3CCN(C)CC3)n2)cc1
45) CCCn1nnnc1SCC(=O)N1CCN(C(=O)c2ccco2)CC1

assay / entry,47,48,45
UHRF1 MBD2 ctr,0,-1,-3
DDE Tn7 FP inh,5,3,-8
MBD2 inh,-1,-2,-2
KLK7 zymogen act,0.4,0.5,-0.2
TCR CD3 inh,-2,5,8
LEDGF integ inh,-4,0,0
PRMT1 FP inh,4,-2,0
TDP2 inh,12,-6,0
SIAE inh,3,-2,-4
Tn6 DDE FP,-5,2,-1

# Three compounds already listed, arranged by their value in TDP2 inh, low to high:
no.	Molecule	DDE Tn7 FP inh	MBD2 inh	KLK7 zymogen act	TCR CD3 inh	LEDGF integ inh	PRMT1 FP inh	TDP2 inh	SIAE inh	Tn6 DDE FP
42	CC1(c2nc3ccccc3[nH]2)CCC(=O)N1C1CC1 (configuration not stated)	-7	-6	-0.2	5	7	1	-15	4	-4
48	COc1ccc(Nc2nc(N)nc(CSC(=S)N3CCN(C)CC3)n2)cc1	3	-2	0.5	5	0	-2	-6	-2	2
41	Cn1c(SCC(=O)C(C)(C)C)nnc1-c1cccnc1	2	-2	-0.5	-4	-1	1	0	-1	1

# Assay outcomes from PubChem.
